Runt-CBFb FRET = inhibitors of human RUNX1 Runt domain binding to CBFb | 220,000 compounds, 0.46% hits | AID 1496 | inhibition, % at 20 µM | Cerulean-Runt/Venus-CBFb FRET ratio 530/480, 1 h | Q01196+Q13951;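 active = inhibition over about 50% at 20 µM in the single-dose screen, limit read from the data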;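 also: 0% = DMSO wells and 100% = excess unlabeled CBFb competitor control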
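System: Cerulean-labeled Runt domain protein | Quantity: 100 nM of each labeled protein | Schedule: 1 h compound exposure, room temperature | Detection: Fluorescence energy transfer, 422 nm excitation, 530/480 nm emission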
NCF1 inh = inhibitors of human p47phox binding | 220,000 compounds, 0.53% hits | p47phox/p22phox peptide binding, fluorescence polarization, 2 h | inhibition, % at 24.7 µM | AID 1274;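 active = inhibition above about 30%, limit read from the data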;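 also: 0% = p47phox with labelled peptide and 100% = labelled peptide alone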
TbHK1 inh = blocks Trypanosoma brucei hexokinase 1 activity | 220,000 compounds, 0.11% hits | inhibition, % at 10 µM | recombinant TbHK1, G6PDH-coupled NADH A340;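 active = inhibition of 50% or more in the single-dose primary screen; inactive = inhibition below 50%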
14-3-3 Bad PPI = disrupts binding of bovine 14-3-3 zeta to phospho-Bad peptide; inhibition, % at 21.7 µM; P63103; TR-FRET 14-3-3zeta/Dy647-pBad peptide displacement, 1 h; AID 781; 220,000 compounds, 0.71% hits;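 active = inhibition above about 70%, limit read from the data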;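 also: 0% = full 14-3-3 plus peptide FRET controls and 100% = background without 14-3-3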
Target sequence (P63103 whole entry, looked up): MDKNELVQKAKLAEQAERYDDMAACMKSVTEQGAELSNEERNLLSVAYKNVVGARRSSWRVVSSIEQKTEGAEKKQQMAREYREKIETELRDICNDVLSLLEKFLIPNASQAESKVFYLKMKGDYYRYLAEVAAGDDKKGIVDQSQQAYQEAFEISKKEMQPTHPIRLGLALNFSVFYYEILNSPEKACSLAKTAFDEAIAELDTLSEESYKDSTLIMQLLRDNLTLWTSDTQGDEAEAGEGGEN
Hck-Nef inh = inhibitors of human Hck kinase activated by Nef. AID 463187. Recombinant Hck-YEEI plus Nef, Z-Lyte FRET kinase assay. P08631. 220,000 compounds, 0.68% hits. inhibition, % at 20 µM;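 active = Hck-Nef kinase inhibition above about 50%, limit read from the data; inactive = inhibition below that limit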;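 also: 0% = DMSO with Hck plus Nef and 100% = Hck alone without Nef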
Mdm2 ligase inh = inhibitors of human Mdm2 E3 ubiquitin ligase | AID 1230 | 210,000 compounds, 0.11% hits | cell-based MDM2 ubiquitination luciferase reporter, 2 h; 0 = plate control, 100 = twice control, blank-subtracted | signal enhancement, % at 5 µM;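 active = signal enhancement of 30% or more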;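 also: luminescence tracks abundance of the self-degrading MDM2-luciferase fusion protein; higher signal means inhibition of MDM2 E3 ligase activity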
Target sequence (Q00987 whole entry, looked up, the tested form may be a part): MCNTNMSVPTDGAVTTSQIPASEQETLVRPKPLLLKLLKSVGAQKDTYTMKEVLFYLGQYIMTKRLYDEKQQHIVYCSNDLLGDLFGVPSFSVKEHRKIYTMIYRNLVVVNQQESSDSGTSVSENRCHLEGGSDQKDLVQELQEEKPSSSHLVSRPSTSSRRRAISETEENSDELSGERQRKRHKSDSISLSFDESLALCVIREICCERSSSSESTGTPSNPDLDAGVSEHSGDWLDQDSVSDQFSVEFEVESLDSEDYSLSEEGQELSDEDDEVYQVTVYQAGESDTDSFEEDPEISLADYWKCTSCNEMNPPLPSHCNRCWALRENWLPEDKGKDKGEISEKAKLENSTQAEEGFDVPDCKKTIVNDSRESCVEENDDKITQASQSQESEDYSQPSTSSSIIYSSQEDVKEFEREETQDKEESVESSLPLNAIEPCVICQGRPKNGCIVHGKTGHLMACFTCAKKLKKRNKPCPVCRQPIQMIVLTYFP
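Test system: mammalian cells stably expressing self-ubiquitinating, self-degrading MDM2 E3–luciferase fusion; Amount: 2000 cells in each well; Medium: DMEM; Schedule: 4 h settle plus 2 h compound, 37 °C; Technique: SteadyLite luciferase luminescence after 15 min room-temperature reagent incubation; Benchmarks: plate control and blank wells.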
Runt-SMMHC FRET = inhibitors of human RUNX1 Runt domain binding to CBFb-SMMHC; 220,000 compounds, 0.74% hits; inhibition, % at 20 µM; Cerulean-Runt/Venus-CBFb-SMMHC FRET ratio 530/480, 1 h; Q01196+Q13951;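 active = mean inhibition across duplicate retests at 20 µM reaching about 50%, limit read from the data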;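 also: 0% = DMSO wells and 100% = wells with excess untagged CBFb-SMMHC; inhibitors lower the FRET ratio by blocking Runt binding to CBFb-SMMHC; some results filed as inactive read as strong as hits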
EBV gp42 block = blocks Epstein-Barr virus glycoprotein 42 binding; Q1HVG2; Fluorescence polarization binding assay, mP read-out; inhibition, % (tested at 21.74 µM); 220,000 compounds, 0.42% hits; AID 1085; in the data active = inhibition above about 50%
Target sequence (Q1HVG2 whole entry, looked up): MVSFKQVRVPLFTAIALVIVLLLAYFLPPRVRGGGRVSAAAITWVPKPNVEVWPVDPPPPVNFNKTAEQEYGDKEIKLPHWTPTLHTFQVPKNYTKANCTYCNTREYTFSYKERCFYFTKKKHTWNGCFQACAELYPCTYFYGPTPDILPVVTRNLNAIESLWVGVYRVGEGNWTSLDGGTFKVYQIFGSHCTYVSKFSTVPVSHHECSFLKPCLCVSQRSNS
L929 necroptosis = L929 zVAD cell death inhibition. viability rescue, % at 10 µM. 220,000 compounds, 0.38% hits. L929 zVAD necroptosis rescue, ATP luminescence, 24 h; with zVAD 60 µM. AID 1377;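 active = activation, scaled between plate controls, above about 75%, limit read from the data; inactive = activation under that limit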;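 also: 0% = zVAD with DMSO and 100% = DMSO alone without zVAD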
* hit, by the source's call; / = not tested or not shown; [ ] = another dose, or the depositor's remark. No enrichment for hits; 3.2% or so of the library scored in one or more.

1	CC1CCN(C(=O)CCCNC(=O)Cn2cnc3sc4c(c3c2=O)CCCC4)CC1
2	O=C(COc1ccccc1)NCC(=O)Nc1ccc(S(=O)(=O)NCc2ccco2)cc1
3	CCCCC(CC)CNC(=O)c1ncn[nH]1 (configuration not stated)
4	CC(C)(C)C(=O)Nc1cccc(OC(F)(F)C(F)Cl)c1 (configuration not stated)
5	Cc1nc2c(C(=O)NCc3ccc4c(c3)OCO4)c[nH]n2c(=O)c1Cl
6	COc1ccc(Cl)cc1NC(=O)CCn1cnc2ccccc2c1=O

Assay by compound	1	2	3	4	5	6
Runt-CBFb FRET	-3	2	-1	1	-2	2
NCF1 inh	10	-2	2	-3	-6	-3
TbHK1 inh	-11	-6	-8	-7	8	-1
14-3-3 Bad PPI	/	3	-8	1	51[fluorescence artefact?]	0
Hck-Nef inh	0	3	22	-19	-1	9
Mdm2 ligase inh	-7	-12	0	-8	3	-20
Runt-SMMHC FRET	-1	1	2	1	-14	-3
EBV gp42 block	-5	7	-8	-15	7	-4
L929 necroptosis	0.3	-0.8	8.9	4.0	0.4	0.0

7	CCc1ccc(Nc2nnc(SC3CCOC3=O)s2)cc1 (configuration not stated)
8	CCn1c(=NC(=O)CN2C(=O)CCC2=O)sc2c(C)cc(C)cc21
9	NNC(=O)c1nnn(-c2nonc2N)c1-c1cccs1
10	CCCc1[nH]n(-c2nc3ccccc3s2)c(=O)c1C=NCCN1CCOCC1
11	Cc1nn(-c2ccccc2)c2[nH]c(=O)c(CNCc3ccc4c(c3)OCO4)cc12
12	COC(=O)CCCC1=CC2=CC(=O)C(C)(OC(=O)c3cccs3)C(=O)C2=CN1CCCOC(C)C (configuration not stated)

Assay by compound	7	8	9	10	11	12
Runt-CBFb FRET	-1	2	2	0	-5	-2
NCF1 inh	-4	-3	-4	-10	6	-13
TbHK1 inh	-4	-13	3	-2	5	-43
14-3-3 Bad PPI	16	3	-1	3[fluorescence artefact?]	18	-9
Hck-Nef inh	2	3	0	1	-2	24
Mdm2 ligase inh	1	-10	-19	-1	-9	11
Runt-SMMHC FRET	2	0	2	0	-15	-3
EBV gp42 block	-14	-9	-21	-19	8	1
L929 necroptosis	1.2	0.5	0.3	0.6	0.6	-0.9

13	COc1ccc2cc(C(=O)NC3CCCCC3)c(=O)oc2c1
14	O=C(NCc1ccc2c(c1)OCO2)c1c[nH]c2ccc(S(=O)(=O)N3CCOCC3)cc2c1=O
15	CC1=C/C(=C/N(C)C)C(=O)O1
16	O=C(Nc1ccccc1)c1nnsc1S(=O)(=O)c1ccc(Cl)cc1
17	Cc1ccccc1OCC(=O)Nc1cccc(NC(=O)c2ccco2)c1
18	CCc1n[nH]c(=S)n1/N=C/c1ccc(N(C)c2ccccc2)cc1

Assay by compound	13	14	15	16	17	18
Runt-CBFb FRET	4	-4	0	23	-1	20
NCF1 inh	-6	2	-7	5	-4	/
TbHK1 inh	-12	-2	-5	5	-4	-23
14-3-3 Bad PPI	-1[fluorescence artefact?]	19	-14	30	4	-13
Hck-Nef inh	0	2	25	0	-1	-24
Mdm2 ligase inh	-10	2	-9	-7	-7	1
Runt-SMMHC FRET	0	4	-3	13	2	29
EBV gp42 block	-11	-21	-4	7	-8	2
L929 necroptosis	-0.1	3.7	1.3	0.0	1.0	1.2

19	O=C(CN1CCN(c2ccc(O)cc2)CC1)Nc1ccc(SC(F)F)cc1
20	C=CCOC(=O)C1=C(C)NC(=S)C(C#N)(CC=C)C1c1ccccc1Cl (configuration not stated)
21	O=C(NCCN=C1NS(=O)(=O)c2ccccc21)c1ccc2nccnc2c1
22	Cn1c(NC(=O)/C=C/c2ccc(Cl)c(Cl)c2)cc(=O)n(C)c1=O
23	COC(=O)C1=C(C)NC(=S)NC1c1ccc(-c2cc(Cl)ccc2Cl)o1 (configuration not stated)
24	COc1nn(-c2nc(-c3ccccc3)cc(C(F)(F)F)n2)cc1[N+](=O)[O-]

Assay by compound	19	20	21	22	23	24
Runt-CBFb FRET	34	0	-3	-3	10	2
NCF1 inh	0	-12	-15	-19	-36	-8
TbHK1 inh	12	-10	-2	-11	-4	-1
14-3-3 Bad PPI	-11	-2	-4	-6[fluorescence artefact?]	-11	25
Hck-Nef inh	15	7	0	1	-10	5
Mdm2 ligase inh	-17	-6	-24	-4	/	1
Runt-SMMHC FRET	39	-1	2	0	8	1
EBV gp42 block	-9	-6	-15	-18	-32	-3
L929 necroptosis	0.2	-0.1	0.0	1.2	0.3	1.1

Laid out differently: results already given
nr | Structure | Runt-CBFb FRET | NCF1 inh | TbHK1 inh | 14-3-3 Bad PPI | Hck-Nef inh | Mdm2 ligase inh | Runt-SMMHC FRET | EBV gp42 block | L929 necroptosis
22 | Cn1c(NC(=O)/C=C/c2ccc(Cl)c(Cl)c2)cc(=O)n(C)c1=O | -3 | -19 | -11 | -6[fluorescence artefact?] | 1 | -4 | 0 | -18 | 1.2
23 | COC(=O)C1=C(C)NC(=S)NC1c1ccc(-c2cc(Cl)ccc2Cl)o1 (configuration not stated) | 10 | -36 | -4 | -11 | -10 | / | 8 | -32 | 0.3

Next results
25	CC1(C)CC(=O)C(CC2=C(O)CC(C)(C)CC2=O)=C(O)C1
26	CC(C)(C)c1ccc(O)c(N=Cc2cc(Br)ccc2O)c1
27	CCCC(c1nnnn1CCc1ccccc1)N1CCN(C(=O)c2ccco2)CC1 (configuration not stated)
28	CSc1nc2cc(S(=O)(=O)N3CCCCC3)ccc2s1
29	Cc1[nH]nc(N)c1-c1ccccc1
30	O=C(CSc1nccc(=O)[nH]1)N1CCc2ccccc2C1

Assay by compound	25	26	27	28	29	30
Runt-CBFb FRET	0	40	0	0	3	2
NCF1 inh	5	-24	-6	0	-2	-5
TbHK1 inh	-2	-5	1	-3	-3	-5
14-3-3 Bad PPI	7	-14	45	-5	-17	0
Hck-Nef inh	1	26	0	8	20	0
Mdm2 ligase inh	-13	-7	-8	-11	15	-14
Runt-SMMHC FRET	1	16	1	0	-2	2
EBV gp42 block	-2	-10	-9	-6	-7	0
L929 necroptosis	-0.1	0.2	-0.1	0.2	1.5	0.0

Results in L929 necroptosis, Runt-SMMHC FRET and Hck-Nef inh (six entries from above):
| entry | smiles | L929 necroptosis | Runt-SMMHC FRET | Hck-Nef inh |
| --- | --- | --- | --- | --- |
| 28 | CSc1nc2cc(S(=O)(=O)N3CCCCC3)ccc2s1 | 0.2 | 0 | 8 |
| 30 | O=C(CSc1nccc(=O)[nH]1)N1CCc2ccccc2C1 | 0.0 | 2 | 0 |
| 29 | Cc1[nH]nc(N)c1-c1ccccc1 | 1.5 | -2 | 20 |
| 25 | CC1(C)CC(=O)C(CC2=C(O)CC(C)(C)CC2=O)=C(O)C1 | -0.1 | 1 | 1 |
| 26 | CC(C)(C)c1ccc(O)c(N=Cc2cc(Br)ccc2O)c1 | 0.2 | 16 | 26 |
| 27 | CCCC(c1nnnn1CCc1ccccc1)N1CCN(C(=O)c2ccco2)CC1 (configuration not stated) | -0.1 | 1 | 0 |

Next section:
31	CCOC(=O)C(C)Oc1nc(Oc2ccccc2)nc(N(C)C)n1 (configuration not stated)
32	Cc1cc(OCC(=O)Nc2ccc(S(=O)(=O)NC3=NCCCCC3)cc2)c(C(C)C)cc1Cl
33	O=C(NCc1ccccn1)c1ccc([N+](=O)[O-])cc1
34	Cc1ccc(C2Oc3ccccc3C3=C2C(c2cccs2)n2ncnc2N3)cc1 (configuration not stated)
35	c1cncc(-c2nc(NCCCn3ccnc3)c3ccccc3n2)c1
36	Cc1cc(C(=O)Nc2cccc(S(=O)(=O)N3CCCCC3)c2)c2ccccc2n1

Assay by compound	31	32	33	34	35	36
Runt-CBFb FRET	0	-8	0	2	0	-11
NCF1 inh	-7	-40	-9	-16	-10	-12
TbHK1 inh	20	12	-2	-3	-9	-7
14-3-3 Bad PPI	-5	27	1	-6	-8	0
Hck-Nef inh	0	-1	2	2	38	18
Mdm2 ligase inh	-18	-8	-1	-20	-17	2
Runt-SMMHC FRET	4	-6	0	-7	3	-2
EBV gp42 block	-14	-44	-7	-11	-15	9
L929 necroptosis	1.1	1.5	0.5	0.3	75*	3.8

37	CC1CCc2sc(C(=O)OCC(=O)NC(N)=O)cc2C1 (configuration not stated)
38	C=CCC(COCc1ccccc1)NS(=O)(=O)c1ccccc1Br (configuration not stated)
39	O=C(CC1NC(=S)NC1=O)c1ccc(Cl)cc1 (configuration not stated)
40	O=c1c2ccccc2nnn1CSc1ccc2ccccc2n1
41	COc1cc(-c2nc3ccccc3s2)ccc1O
42	O=C1OC2(c3ccccc3)C3CCCC2C13

Assay by compound	37	38	39	40	41	42
Runt-CBFb FRET	-3	-2	2	-2	79*	-1
NCF1 inh	0	-10	-5	-3	-17	13
TbHK1 inh	8	-4	2	30	-47	-2
14-3-3 Bad PPI	-1	-5	0	-8	-4	0
Hck-Nef inh	4	11	1	3	155*	1
Mdm2 ligase inh	-14	-11	-4	-11	-4	2
Runt-SMMHC FRET	-4	1	5	-5	154*	1
EBV gp42 block	-11	-5	-2	-23	-4	3
L929 necroptosis	0.6	-1.0	-0.3	0.3	0.2	-0.1

43	COc1cc(C(=O)C(=O)c2cc(OC)c(O)c(OC)c2)cc(OC)c1O
44	CCCC(=O)Nc1cc(OCC)c(NC(=O)NC2CCCCC2)cc1OCC
45	Cc1cc(C(F)F)nn1CC(=O)NCc1ccco1
46	CCc1cc(=O)oc2c(C)c(O)c(CN3CCCCC3)cc12
47	COc1ccc2nc(SCC(=O)N(C)C3CCCCC3)c(C#N)cc2c1
48	Cc1cccn2c(=O)c(/C=N/O)c(Nc3ccccc3F)nc12

Assay by compound	43	44	45	46	47	48
Runt-CBFb FRET	2	-1	3	73*	4	-2
NCF1 inh	-20	-12	-11	-3	-61	-4
TbHK1 inh	-33	-3	4	-38	5	-10
14-3-3 Bad PPI	-7	2	-3[fluorescence artefact?]	-8	-13	87*
Hck-Nef inh	3	-2	3	19	3	70*
Mdm2 ligase inh	-12	14	1	-12	-16	-7
Runt-SMMHC FRET	-1	3	5	78*	4	-8
EBV gp42 block	-7	-17	-9	0	-9	0
L929 necroptosis	0.5	0.9	0.4	0.7	-0.3	1.7

49	CCCC(=O)NC(=S)Nc1cccc(C(C)=O)c1
50	COc1c(/C=N/NS(=O)(=O)c2ccc(C)cc2)c(CCN(C)C(C)=O)cc2c1OCO2
51	Cc1cc(C(=O)CSc2nnnn2C)c(C)n1-c1ccc2c(c1)OCCO2
52	CCOC(=O)N1CCN(C(=O)c2ccc(CN(c3ccccc3)S(C)(=O)=O)cc2)CC1
53	Cn1c(C(C)(O)C(O)c2ccccc2)nc2ccccc21 (configuration not stated)
54	Cc1ccc(-n2c(=O)c3cc4c(=O)n(-c5ccc(C)c(C)c5)c(=O)c4c(C(=O)c4ccc(C(=O)O)cc4)c3c2=O)cc1C

Assay by compound	49	50	51	52	53	54
Runt-CBFb FRET	-3	4	5	-1	-1	32
NCF1 inh	-12	-1	-125	-9	-5	18
TbHK1 inh	-3	-4	3	-9	5	-14
14-3-3 Bad PPI	4	0	-13	-10[fluorescence artefact?]	-7	36
Hck-Nef inh	0	2	4	1	11	92*
Mdm2 ligase inh	-31	-14	-2	-12	0	/
Runt-SMMHC FRET	-1	2	-9	4	3	-42
EBV gp42 block	-16	-4	-8	-7	-12	28
L929 necroptosis	0.3	0.4	-0.5	-0.2	0.9	0.0

Source: PubChem BioAssay (several laboratories)
